# UHRF1 MBD2 ctr: human UHRF1 methylated DNA binding inhibitors; Q96T88; UHRF1 binding to methylated oligo, TR-FRET; inhibition, % at 4.4 µM; actives 0.75% (n = 370,000); AID 687016; in the data active = inhibition above about 21%;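 also: UHRF1 SRA domain binding a hemimethylated CpG hairpin DNA probe; 0% = median of test compound wells and 100% = reference inhibitor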
# SIAE primary: inhibitors of human sialic acid acetylesterase SIAE; Q9HAT2; SIAE FP-Rh probe binding, fluorescence polarization; inhibition, % at 9.66 µM; actives 0.69% (n = 370,000); AID 1053197;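 active = inhibition above a cutoff: mean of compounds within the control limits plus 3 SD of those, cut at about 17% in these data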;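 also: 0% = plate median of compound wells and 100% = probe without SIAE protein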
# Tn7 DDE FP: disrupts Tn7 cyclic peptide binding to fibrin D-Dimer-E complex; actives 0.13% (n = 370,000); inhibition, % at 8.3 µM; P02675; FP displacement of FITC-Tn7 peptide from fibrin DD(E); 0% = median of compound wells per plate; AID 720508;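 active = inhibition above the mean of compounds falling within the control limits plus 3 SD of them, cut at about 14% in these data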;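 also: 0% = plate median of compound wells and 100% = 10 µM Aha-Tn7 peptide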
#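 Also added: labelled Tn7 tracer, 0.1 µM; Assay system: human fibrin DD(E) protein; Amount: 2 µM fibrin DD(E); Schedule: 10 min compound pre-incubation, 3 h probe incubation at room temperature; Repeats: one replicate per compound; Read-out basis: percent inhibition; Measured by: fluorescence polarization of the labelled Tn7 tracer.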
# PG9 binder: binds the HIV-1 gp120 antibody PG9 | TR-FRET gp120-PG9 antibody binding | inhibition, % at 6.7 µM | actives 0.43% (n = 360,000); in the data active = inhibition above about 8.5%
# TCR-CD3 inh: inhibitors of human TCR-CD3 interaction. inhibition, % at 9.4 µM. actives 0.37% (n = 360,000). TAMRA-labeled TCR probe fluorescence, biochemical. AID 651800; in the data active = inhibition above about 19%;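 also: recombinant mutant TCR 2C K166C tagged with TAMRA read by polarization; 0% = receptor in buffer alone and 100% = receptor with positive control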
# TDP2 absorb: blocks human TDP2 phosphodiesterase activity. O95551. recombinant TDP2, T5PNP hydrolysis, p-nitrophenol absorbance 415 nm. inhibition, % at 12.8 µM. actives 0.34% (n = 370,000). AID 720702;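 active = inhibition above the mean of all tested compounds plus 3 SD, set per campaign, cut at about 25% in these data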;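 also: 0% = DMSO with enzyme and 100% = buffer with substrate but no TDP2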
#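 test system = human TDP2 enzyme | input = TDP2 enzyme at 120 nM final | medium = 50 mM Tris-HCl pH 7.5 with Mg2+, KCl, DTT, BSA | also added = T5PNP substrate, 5 mM | times = 2 h at 37 °C | technique = epi absorbance | benchmarks = high control without enzyme, low control DMSO plus TDP2 | replication = each compound tested once, singlicate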
# HTRA1 inhibitor: HTRA1 (human) protease inhibition. recombinant HTRA1, FP-rhodamine activity-based probe, fluorescence polarization. inhibition, % at 5.96 µM. Q92743. actives 0.5% (n = 340,000); in the data active = inhibition above about 36%;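 also: 0% = enzyme with DMSO and 100% = wells lacking enzyme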
# Target sequence (Q92743 whole entry, looked up): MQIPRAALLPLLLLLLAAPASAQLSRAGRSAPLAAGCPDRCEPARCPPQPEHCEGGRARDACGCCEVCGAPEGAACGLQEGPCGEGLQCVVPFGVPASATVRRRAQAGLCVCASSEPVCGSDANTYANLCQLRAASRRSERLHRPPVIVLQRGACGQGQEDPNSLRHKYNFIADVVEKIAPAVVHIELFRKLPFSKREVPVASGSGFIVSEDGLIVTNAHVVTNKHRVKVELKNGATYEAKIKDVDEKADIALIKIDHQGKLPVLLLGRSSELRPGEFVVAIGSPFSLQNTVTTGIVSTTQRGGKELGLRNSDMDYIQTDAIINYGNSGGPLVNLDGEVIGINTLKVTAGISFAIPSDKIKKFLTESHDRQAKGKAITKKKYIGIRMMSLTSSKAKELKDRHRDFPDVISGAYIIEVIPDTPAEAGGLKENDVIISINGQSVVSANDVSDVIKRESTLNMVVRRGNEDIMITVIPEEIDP
# LEDGF integ inh: blocks HIV-1 LEDGF/p75-dependent DNA integration; TR-FRET IN-LEDGF/p75 DNA integration, Eu/Cy5; inhibition, % at 3.7 µM; actives 0.64% (n = 370,000);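 active = inhibition above the screen-wide mean plus 3 SD, cut at about 13% in these data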;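 also: signal is the Cy5 over europium emission ratio at 671 and 618 nm; 0% = plate median of compound wells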
# mABHD4 FP: inhibits mouse alpha/beta hydrolase domain 4. Q8VD66. purified mABHD4, FP-Rh probe fluorescence polarization. inhibition, % at 8.92 µM. actives 0.54% (n = 370,000). AID 720543;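 active = inhibition exceeding the mean over every tested compound plus 3 SD, cut at about 30% in these data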;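 also: 0% = plate median of compound wells and 100% = S159A mutant with DMSO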
# Target sequence (Q8VD66 whole entry, looked up, the tested form may be a part): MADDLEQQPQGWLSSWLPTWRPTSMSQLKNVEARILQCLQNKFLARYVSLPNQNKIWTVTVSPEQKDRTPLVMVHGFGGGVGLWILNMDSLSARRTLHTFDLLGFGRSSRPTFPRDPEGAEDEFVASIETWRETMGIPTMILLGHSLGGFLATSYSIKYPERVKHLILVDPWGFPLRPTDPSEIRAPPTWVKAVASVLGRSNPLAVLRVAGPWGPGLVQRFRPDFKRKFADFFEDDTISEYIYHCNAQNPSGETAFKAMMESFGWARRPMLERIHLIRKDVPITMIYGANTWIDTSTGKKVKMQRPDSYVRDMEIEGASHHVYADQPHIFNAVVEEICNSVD
#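 Assay system: wild-type mouse ABHD4 protein; compound: single nominal dose of 8.92 µM, 0.89% DMSO final; schedule: 45 min + 60 min at 25 °C; measured by: FP readout, ex 525 nm / em 598 nm; evaluation: % inhibition of FP-Rh probe binding versus controls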
# PRMT1 FP inh: PRMT1 (human) inhibition, primary screen. Q99873. inhibition, % at 2.79 µM. recombinant PRMT1, activity-based probe fluorescence polarization. actives 1.3% (n = 370,000);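 active = inhibition above about 21% made by adding two undisclosed values, limit read from the data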
# * hit, by the source's call; · = no result given. Compounds as they come. Share with any hit: about 4.2%.
# Order of values – UHRF1 MBD2 ctr, SIAE primary, Tn7 DDE FP, PG9 binder, TCR-CD3 inh, TDP2 absorb, HTRA1 inhibitor, LEDGF integ inh, mABHD4 FP, PRMT1 FP inh
1. CNC(=O)c1cc(S(=O)(=O)NCc2ccncc2)ccc1OC
→ 0.2, -4.3, -6.7, -1.1, 2.5, 15.6, 6.9, -0.8, 0.4, 10.7
2. CCc1nc2ccc(C(=O)N(C)Cc3ccccc3)cn2c1N(CC)Cc1cccc(Br)c1
→ -0.2, -1.7, -5.7, 0.1, -3.1, -5.2, ·, -2.9, 0.5, 4.5
3. Cc1cc(CNC(=O)COc2ccc(F)cc2F)c2ccccc2n1
→ 0.4, -0.2, -0.3, 0.0, 1.0, -3.7, 0.1, -5.4, 3.5, 1.8
4. N#Cc1cc2c(nc1SCc1ccccc1)CCCCC2
→ -2.4, 1.9, 2.1, -2.4, 2.2, -7.6, -8.8, -1.8, 1.6, -3.0
5. Cc1onc(-c2ccccc2)c1C(=O)NCc1ccco1
→ 1.5, 0.9, -5.8, 1.7, 1.0, 5.7, -3.2, 4.1, 3.2, 0.6
6. O=C(NC1CCCN(CCc2ccccc2)C1)C1CCCC1 (stereo not given)
→ -0.5, -1.1, -1.5, -2.8, 1.5, 7.0, -0.2, 0.0, -0.6, 0.6
7. CCOC(=O)CCNC(=O)CCc1nnc(CCCc2ccccc2)o1
→ 2.8, -5.4, 4.0, 0.2, -11.2, 7.7, 4.0, -4.5, 4.3, 2.1
8. Cc1noc(C)c1C(=O)OC(C)C(=O)c1ccc(C(C)(C)C)cc1 (stereo not given)
→ -1.7, 3.6, -1.0, 0.0, 5.8, 2.9, 10.0, 0.7, -3.8, -3.5
9. O=S1c2ccccc2Sc2ccccc21
→ -1.1, 8.1, -2.1, -0.1, -6.5, 9.0, -0.4, 2.3, 3.2, -2.3
10. COCC(=O)n1nc(-c2ccc(Cl)cc2)nc1NCc1ccc(F)cc1
→ 1.5, -1.2, 3.2, -0.4, -8.0, -6.8, -10.1, -0.8, -8.7, 1.8
11. Cn1c(SCC(=O)NCc2ccc(F)cc2)nc2c([nH]c3ccccc32)c1=O
→ 0.0, -11.4, 4.9, 6.5, 0.3, 2.7, ·, -4.6, 6.8, 6.7
12. Cc1ccc(S(=O)(=O)N2C[C@]3(O)C[C@@H]4C(=O)N(c5ccccc5)C(=O)[C@@H]4C[C@]3(OC(=O)NCc3ccccc3)C2)cc1
→ 22.6*, -6.4, -4.9, -0.2, 4.0, 10.4, -2.0, 0.7, -1.0, 0.6
13. Cc1ccc(S(=O)(=O)N(CC(=O)N/N=C/c2ccco2)c2cc(Cl)cc(Cl)c2)cc1
→ -0.9, -2.9, 2.4, -0.5, -0.1, 8.4, -55.9, 1.3, -5.7, -1.5
14. CSCCC(NC(N)=O)C(=O)NCC1CCCCC1 (stereo not given)
→ 3.5, -2.7, 4.0, 0.2, 2.2, 8.8, -0.2, 5.0, 5.5, -2.0
15. O=C(Nc1ccc([N+](=O)[O-])cc1)/C(=C/c1cccc([N+](=O)[O-])c1)NC(=O)C1CCCCC1
→ -1.5, -16.7, 1.0, -0.8, -1.4, 8.2, 0.2, -0.5, 3.8, -3.0
16. COC(=O)c1cc2c(c3c4cc(OC)ccc4n(S(=O)(=O)c4ccc(OC)cc4)c13)C(=O)N(Cc1ccc(C(F)(F)F)cc1)C2
→ -1.1, -5.6, 1.6, -1.7, 2.3, -2.4, ·, 0.8, -2.0, 4.6
17. CCn1cc(C(=O)NCCCN2CCN(C)CC2)c(=O)c2cc(S(=O)(=O)N3CCc4ccccc4C3)ccc21
→ 41.4*, 3.2, -3.4, -0.7, 5.6, 8.1, 11.4, -0.9, 5.2, 2.0
18. COC(=O)c1cccnc1-n1c(=O)c2cccnc2n(Cc2cccc(C(F)(F)F)c2)c1=O
→ 3.2, -13.7, 8.2, -0.6, -12.6, -23.1, -7.0, 6.1, -4.9, 8.5
19. Cc1onc(-c2ccccc2Cl)c1C(=O)Nc1ncn[nH]1
→ -3.0, -3.3, -3.2, -3.7, -0.5, 5.7, -14.2, -1.3, -5.2, 0.8
20. S=C1N(c2ccccc2)C(c2ccccc2)N2CCCN12 (stereo not given)
→ -1.4, -1.3, 0.0, 1.5, 9.1, 2.0, 4.7, 1.4, 4.5, -3.2

# 5 structures already listed, ordered by length of the SMILES, largest number first.
# Order of values – UHRF1 MBD2 ctr, SIAE primary, Tn7 DDE FP, PG9 binder, TCR-CD3 inh, TDP2 absorb, HTRA1 inhibitor, LEDGF integ inh, mABHD4 FP, PRMT1 FP inh
12. Cc1ccc(S(=O)(=O)N2C[C@]3(O)C[C@@H]4C(=O)N(c5ccccc5)C(=O)[C@@H]4C[C@]3(OC(=O)NCc3ccccc3)C2)cc1
→ 22.6*, -6.4, -4.9, -0.2, 4.0, 10.4, -2.0, 0.7, -1.0, 0.6
16. COC(=O)c1cc2c(c3c4cc(OC)ccc4n(S(=O)(=O)c4ccc(OC)cc4)c13)C(=O)N(Cc1ccc(C(F)(F)F)cc1)C2
→ -1.1, -5.6, 1.6, -1.7, 2.3, -2.4, ·, 0.8, -2.0, 4.6
3. Cc1cc(CNC(=O)COc2ccc(F)cc2F)c2ccccc2n1
→ 0.4, -0.2, -0.3, 0.0, 1.0, -3.7, 0.1, -5.4, 3.5, 1.8
19. Cc1onc(-c2ccccc2Cl)c1C(=O)Nc1ncn[nH]1
→ -3.0, -3.3, -3.2, -3.7, -0.5, 5.7, -14.2, -1.3, -5.2, 0.8
9. O=S1c2ccccc2Sc2ccccc21
→ -1.1, 8.1, -2.1, -0.1, -6.5, 9.0, -0.4, 2.3, 3.2, -2.3

# (more compounds)
# Order of values – UHRF1 MBD2 ctr, SIAE primary, Tn7 DDE FP, PG9 binder, TCR-CD3 inh, TDP2 absorb, HTRA1 inhibitor, LEDGF integ inh, mABHD4 FP, PRMT1 FP inh
21. COC(=O)C1CCN(C(=O)Cc2ccccc2OC)CC1
→ 2.5, -1.1, -8.2, -3.6, 4.6, -12.9, -3.8, 4.1, -4.6, 5.7
22. CS(=O)(=O)Nc1ccc(C(=O)NCCc2ccccc2)cc1
→ -1.4, 19.1*, 1.9, 0.7, 0.8, 0.6, 5.3, 2.5, 7.1, -2.3
23. CCOC(=O)C1=C(c2ccccc2)NC(=O)NC1c1ccc(O)c(Cl)c1 (stereo not given)
→ -1.9, 2.0, 2.8, -1.3, 4.6, 4.8, 1.6, -2.6, -2.0, -2.1
24. CCC(c1nnc(SCC(=O)Nc2cc(Cl)ccc2C#N)n1C1CCCCC1)N(C)C (stereo not given)
→ -2.0, 1.8, -0.9, -1.4, 5.7, -1.6, -0.2, 7.2, -5.2, -2.5
25. CCN(CC)Cc1cc(NC2=NS(=O)(=O)c3ccccc32)ccc1OC(=O)C(C)C
→ 0.6, -0.9, -1.6, -2.0, 5.2, 11.0, -5.1, -0.6, -1.2, -0.9
26. O=[N+]([O-])c1ccc(N2CCN(c3ccccn3)CC2)c(Cl)c1
→ -2.2, 6.7, 0.3, -2.6, 0.3, 0.3, -9.1, -2.0, -2.0, -5.4
27. Cc1ccc(CC2(C)C(=O)Nc3ccc(OC(F)(F)F)cc32)cc1 (stereo not given)
→ 0.6, 1.6, 9.0, 0.1, 2.1, -7.6, ·, 1.1, -4.0, 1.4
28. CCc1nc2ccc(C(=O)NCCC(C)C)cn2c1N(CCN(C)C)CC1CC1
→ -0.7, -2.4, 6.0, 0.9, -6.3, -2.3, ·, -3.0, 1.3, 6.2
29. O=C1NC2=C(C(=O)OC2)C(c2ccc(OC(F)(F)F)cc2)N1 (stereo not given)
→ 4.3, 0.4, 2.2, -0.3, -3.1, -1.4, -0.5, -7.7, 1.9, 3.0
30. COc1ccccc1NC(=S)NCCc1ccc(F)cc1
→ 0.2, 1.3, 1.2, -0.5, 5.5, 1.7, 12.5, 0.0, -2.3, -1.1
31. COC(=O)C1=CN(c2ccc(N3CCOCC3)cc2)C(N)=C(C#N)C1c1ccc(-c2ccccc2)cc1 (stereo not given)
→ 0.1, 6.4, 0.7, 1.1, 7.1, -9.7, ·, -6.3, 2.2, -3.8
32. COc1cc(OC)c(C2=NOC(C(=O)Nc3c(C)nn(CC(=O)N4CCCC4)c3C)C2)cc1Cl (stereo not given)
→ -3.9, 2.3, 1.9, -1.2, 3.8, 6.5, 0.9, -3.9, 1.2, -2.6
33. CNC(=O)Cc1csc2ccc(C)cc12
→ 2.1, 1.0, 4.8, 0.7, -9.8, -11.3, 7.4, -5.8, 0.4, 5.5
34. O=C(Cn1c(NCCO)nc2ccccc21)NCCc1ccccc1
→ -0.7, 2.0, -0.1, -0.2, -1.5, -5.4, -1.8, -1.9, 2.1, -0.6
35. COc1ccc(C(=O)N/C(=C\c2ccc(-c3cccc([N+](=O)[O-])c3)o2)C(=O)NCCCN2CCOCC2)cc1
→ -2.2, -2.9, -3.0, -8.7, 1.1, 3.0, 0.7, 1.8, 2.7, -5.5
36. CC(=O)N1CCN(c2ccccc2NC(=O)COc2ccc(Cl)cc2Cl)CC1
→ -3.3, 3.9, -1.7, -2.1, 8.1, 1.4, -17.7, -3.0, -1.7, 1.7
37. CCOc1ccc(C(C)=O)cc1COc1ccc(-n2cnnn2)cc1
→ -1.4, -4.3, 3.9, -1.4, 7.3, -5.0, -17.5, -4.7, 2.5, -0.7
38. COc1cc(/C=C/C(=O)OCC(=O)Nc2ccc3c(c2)OCCO3)ccc1OCC#N
→ -5.5, 5.4, 1.7, -2.2, 0.8, -10.7, -10.0, 2.1, -4.3, -0.9
39. O=C(Nc1cccc(S(=O)(=O)N2CCCCC2)c1)c1cnccn1
→ 1.7, 0.5, -6.5, -2.0, 4.0, -7.9, 2.6, 4.0, 2.2, -0.8
40. C=CCN(c1ccc(C(=O)NCCSc2ccccc2)cc1)S(C)(=O)=O
→ -2.6, 1.0, 0.0, -2.7, -6.7, -6.4, -0.3, 8.4, 1.6, -3.7

# Carrying on.
item | Molecule | UHRF1 MBD2 ctr | SIAE primary | Tn7 DDE FP | PG9 binder | TCR-CD3 inh | TDP2 absorb | HTRA1 inhibitor | LEDGF integ inh | mABHD4 FP | PRMT1 FP inh
41 | C[C@@H](C(=O)N1CCN(c2ccccc2)CC1)N1C(=O)C2CC=CCC2C1=O (stereo not given in full) | 0.2 | 7.4 | 0.6 | -0.9 | 6.5 | 13.0 | -4.9 | -3.5 | 1.3 | 2.8
42 | O=C(Nc1cccc(C(=O)NC2CCCC2)c1)c1ccccc1 | 3.5 | -4.1 | 9.6 | 1.1 | -4.5 | -5.2 | -20.9 | -3.5 | -2.2 | 3.4
43 | COc1ccccc1C=NN=Cc1ccccc1OC | 0.7 | 4.8 | -4.2 | -0.4 | -2.9 | 6.5 | -16.6 | 0.6 | 0.6 | 1.5
44 | CC(C)=NNc1nc(-c2ccccc2)cs1 | -0.9 | -1.1 | -2.0 | -0.6 | 3.2 | -0.5 | 5.8 | 2.7 | 9.6 | 5.8

# Assay outcomes deposited in PubChem BioAssay by The Scripps Research Institute Molecular Screening Center.
